# Screening data from PubChem.
# STAT3 inh = STAT3 signaling inhibition | U3A cells, IL-6 STAT3-luciferase reporter, luminescence; host cell line lacks STAT1 | inhibition, % at 5.5 µM | actives 0.89% (n = 190,000);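 active = inhibition above the mean inhibition across all screened compounds plus 3 SD, cut at about 44% in these data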;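 note: 0% = DMSO only wells and 100% = 100 µM nifuroxazide control wells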
# TLR4-MyD88 BLA = inhibitors of human TLR4-MyD88 binding | O00206+Q99836 | HeLa CL3-4 TLR4/MyD88 BLA complementation, FRET ratio | inhibition, % at 8.4 µM | actives 0.18% (n = 200,000); in the data active = inhibition above about 25%;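 note: 0% = vehicle and 100% = reference inhibitor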
# Target sequence (O00206 whole entry, looked up): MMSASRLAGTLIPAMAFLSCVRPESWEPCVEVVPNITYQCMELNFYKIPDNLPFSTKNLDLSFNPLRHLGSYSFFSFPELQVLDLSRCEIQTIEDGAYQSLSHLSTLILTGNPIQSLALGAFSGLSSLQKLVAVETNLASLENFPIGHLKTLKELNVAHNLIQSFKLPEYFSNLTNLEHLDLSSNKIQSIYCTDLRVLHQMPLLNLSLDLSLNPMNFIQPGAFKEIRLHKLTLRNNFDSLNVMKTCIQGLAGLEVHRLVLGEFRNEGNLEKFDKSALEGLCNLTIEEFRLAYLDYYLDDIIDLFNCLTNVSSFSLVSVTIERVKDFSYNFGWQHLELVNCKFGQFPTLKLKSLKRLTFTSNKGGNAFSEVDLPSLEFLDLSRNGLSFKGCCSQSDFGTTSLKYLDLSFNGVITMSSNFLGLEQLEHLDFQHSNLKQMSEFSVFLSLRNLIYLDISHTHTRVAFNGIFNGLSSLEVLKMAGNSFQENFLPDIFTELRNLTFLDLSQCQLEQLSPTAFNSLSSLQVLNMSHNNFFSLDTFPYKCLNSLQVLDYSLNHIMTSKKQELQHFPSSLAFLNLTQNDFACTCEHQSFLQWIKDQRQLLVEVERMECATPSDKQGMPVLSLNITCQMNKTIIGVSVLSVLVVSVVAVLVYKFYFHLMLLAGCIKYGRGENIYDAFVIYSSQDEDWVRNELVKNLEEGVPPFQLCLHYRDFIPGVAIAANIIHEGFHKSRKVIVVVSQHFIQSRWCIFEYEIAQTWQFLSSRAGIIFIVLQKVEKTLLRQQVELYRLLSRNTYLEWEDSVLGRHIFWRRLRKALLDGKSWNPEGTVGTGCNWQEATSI
# Target sequence (Q99836 whole entry, looked up): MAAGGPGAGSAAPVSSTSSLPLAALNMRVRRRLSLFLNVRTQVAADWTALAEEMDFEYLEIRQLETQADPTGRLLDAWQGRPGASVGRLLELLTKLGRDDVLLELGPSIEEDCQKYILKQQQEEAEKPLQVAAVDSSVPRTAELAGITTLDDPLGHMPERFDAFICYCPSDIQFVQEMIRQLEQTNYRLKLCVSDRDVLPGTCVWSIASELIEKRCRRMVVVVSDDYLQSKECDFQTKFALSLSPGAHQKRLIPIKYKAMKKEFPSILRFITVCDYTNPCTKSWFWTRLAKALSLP
# Diaph act CS = activates diaphorase or chemically reduces, flagging diaphorase assay artifacts; AID 1229; activation factor at 20 µM; Diaphorase/resazurin coupled assay, resorufin fluorescence, 16 min; active compounds read high; 1 = vehicle wells, 0 = NADH-free wells; actives 0.005% (n = 190,000);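 active = diaphorase activity raised at least twofold by the compound at 20 µM; inactive = activation factor below 2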
#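 Material: Clostridium kluyveri diaphorase, purified enzyme; Quantity: enzyme 0.07 U/mL final; Medium: HEPES pH 7.4 buffer with MgCl2 and Tween 20; Dosing: single compound dose of 20 µM, 1% DMSO final; Schedule: 16 min reaction at room temperature; Measured by: red resorufin fluorescence at 544/590 nm excitation/emission.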
# STAT1 inh = STAT1 signaling inhibition. inhibition, % at 5.5 µM. NIH 3T3 STAT1-luciferase reporter, IFN-gamma, luminescence. AID 920. actives 0.35% (n = 200,000);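 active = inhibition above a set limit, the mean inhibition across all tested compounds plus 3 SD, cut at about 34% in these data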;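 note: 0% = IFN-gamma with DMSO and 100% = IFN-gamma with 300 µM nifuroxazide; values of inactives mirror those of a sister screen read the other way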
# APP transl inh = APP translation inhibition. SH-SY5Y APP 5'UTR-luciferase reporter, luminescence. actives 0.82% (n = 190,000). inhibition, % at 2 µM;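 active = inhibition above a set limit, derived from the sample mean plus 3 SD, cut at about 45% in these data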; note: values of inactives mirror those of a sister screen read the other way
# Diaphorase inh = diaphorase inhibition or chemical oxidation counter-screen. diaphorase resazurin-to-resorufin fluorescence, NADH, 16 min; bacterial (C. kluyveri) enzyme, not human. inhibition, % at 20 µM. actives 0.69% (n = 190,000);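 active = primary screen inhibition at 20 µM above a set limit, cut at about 50% in these data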;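 note: plate controls were DMSO with full reaction for no effect and wells lacking NADH for full effect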
#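 Test system: bacterial diaphorase enzyme (C. kluyveri); Quantity: 0.14 U/mL diaphorase, enzyme working solution; Times: reaction incubation of 16 min at room temperature; Measured by: fluorescence of resorufin formed from resazurin, Ex 544/Em 590 nm; Benchmarks: positive control minus NADH, DMSO neutral control.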
# Hsp70 activator = transcriptional activators of Hsp70; actives 0.04% (n = 200,000); AID 1203; HeLa Hsp70 promoter luciferase reporter, luminescence; scaled: vehicle 0, proteasome-inhibitor control 100%; activation, % at 10 µM;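 active = activation above the mean across all tested compounds plus 3 SD, cutoff set per campaign, cut at about 5.5% in these data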;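 note: 100% = MG132 at 30 µM as the positive control and 0% = DMSO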
# G6PDH counter = inhibits Leuconostoc G6PDH, flagging false hits in G6PDH-based assays; Purified L. mesenteroides G6PDH, diaphorase/resazurin coupled fluorescence, 45 min; inhibition, % at 5 µM; actives 0.12% (n = 200,000); AID 1020; in the data active = inhibition above about 50%
# STAT1 act = increases IFN-gamma driven STAT1 reporter signal | activation (% of control), % at 5.5 µM | NIH 3T3 STAT1-luciferase reporter, luminescence; 100% = IFN-gamma alone, no compound | actives 2.6% (n = 200,000);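 active = activation above the screen-wide mean activation plus 3 SD, cut at about 130% in these data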;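 note: raw ratio to IFN-gamma control signal so 100% means no change and 0% no light; values of inactives mirror those of a sister screen read the other way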
# STAT3 activator = STAT3 signaling activation; actives 0.91% (n = 190,000); AID 871; activation (% of control), % at 5.6 µM; U3A cells, IL-6 STAT3-luciferase reporter, luminescence; 100% = signal with IL-6 EC80 alone;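 active = activation above the screen-wide mean of compound activation plus 3 SD, cut at about 130% in these data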;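 note: 0% = background luminescence of wells with medium and substrate only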
#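 Assay system – human STAT1-deficient U3A cells with stable STAT3-luciferase reporter · Also added – IL-6 (33 ng/mL) · Schedule – compound 1 h, then IL-6 6 h at 37 °C · Technique – reporter luminescence signal · Evaluation – % activation versus median of IL-6-stimulated wells · Benchmarks – IL-6-only wells as 100% reference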
# * = called active by the depositor; x = no result given; & = joins results of further samples.
# Values run as follows: STAT3 inh | TLR4-MyD88 BLA | Diaph act CS | STAT1 inh | APP transl inh | Diaphorase inh | Hsp70 activator | G6PDH counter | STAT1 act | STAT3 activator
> Cc1cc(N2CCC(C(=O)NC3CCCCC3)CC2)nc(-c2ccccc2)n1
→ 0 | 5 | 1 | -4 | 8 | 2 | 0.0 | 5 | 105 | 106
> Cc1cccc(Oc2cc(NC(=O)Cn3cnc([N+](=O)[O-])n3)cc([N+](=O)[O-])c2)c1
→ -6 | -6 | 0.8 | 1 | 6 | 16 | -0.2 | -4 | 99 | 103
> c1cnc(N2CCN(c3nc4ccccc4n4cnnc34)CC2)nc1
→ 34 | -3 | 0.8 | -12 | 15 | 18 | -0.5 | 11 | 111 | 76
> Cc1c(Cl)c(C(F)(F)F)nn1CC(=O)N1CCSCC1
→ 6 | -11 | 0.9 | -5 | 14 | 9 | -0.1 | 10 | 104 | 97
> Cc1oc2cc([N+](=O)[O-])c(O)c([N+](=O)[O-])c2c1C(=O)c1ccc(Br)cc1
→ 4 | 1 | 0.8 | 6 | 7 | 18 | 0.3 | 4 | 94 | 107
> O=[N+]([O-])c1ccccc1Oc1cnc2ccccc2n1
→ 1 | -3 | 1 | -1 | 17 | -3 | -0.1 | 4 | 100 | 102
> Clc1nc(NCc2ccco2)nc(N2CCCCC2)n1
→ 15 | -6 | 0.9 | -18 | -13 | 12 | 0.1 | 8 | 117 | 88
> FC(F)(F)c1ccc(N2CCN(c3ncnc4c3nnn4Cc3ccccc3Cl)CC2)cc1
→ 23 | -3 | 1 | 3 | -1 | 3 | -0.3 | 3 | 98 | 84
> COc1ccccc1OCC(=O)NCCSCc1cccc(Cl)c1
→ 4 | 8 | 0.7 | 3 | -20 | 26 | -0.4 | -7 | 98 | 97
> CC(CCc1ccccc1)NC(=S)NC(=O)c1ccco1 (centres undefined)
→ 2 | 6 | 1 | 14 | 25 | 3 | 1.1 | -3 | 86 | 102
> COc1ccc(-c2nn(CC(=O)N3CCCCC3)c(=O)c3ccccc23)cc1
→ 3 | -7 | 1.1 | 10 | 1 | -8 | -0.4 | -1 | 91 | 101
> COc1ccc(C(=O)NCC(=O)OCc2ccc(F)cc2Cl)cc1OC
→ 8 | 5 | 1 | -1 | 2 | 4 | 0.4 | 3 | 101 | 97
> COc1cc(NC(=O)Nc2ccc(C)cc2)cc([N+](=O)[O-])c1
→ 2 | -6 | 0.9 | -12 | 3 | 12 | -0.4 | 15 | 111 | 100
> COC(=O)C1=C(C)N(C)C(=S)N(C)C1c1cccc(Br)c1 (centres undefined)
→ 1 | 3 | 0.9 | 0 | 0 | 11 | 0.1 | 5 | 98 | 103
> CC1(C)Cc2ccccc2-c2nnc(SCC(=O)N3CCc4ccccc43)n21
→ 12 | -9 | 1 | -4 | 8 | 1 | -0.3 | 16 | 103 | 92
> Cc1ccc(OCCn2c(Br)nc3c2c(=O)n(C)c(=O)n3C)cc1
→ 40 | -4 | 0.6 | 3 | 15 | 40 | -0.3 | 3 | 97 | 69
> COc1cccc2cc(-c3nc4ccccc4o3)c(=O)oc12
→ -4 | 5 | 0.9 | -23 | -122 | 10 | 0.2 | 7 | 119 | 106
> CCOC(=O)Cc1csc(NC(=O)c2ccc(S(=O)(=O)N3CCCCC3)cc2)n1
→ 28 | 5 | 0.9 | -3 | -21 | 14 | -0.1 | -2 | 102 | 79
> CCOC(=O)c1cnc(SCC(C)C)nc1N
→ -8 | -2 | 1.1 | -41 | -146 | -10 | 0.4 | 7 | 137* | 110
> Cc1cc(C)cc(NC(=O)CSc2cc(C(=O)c3nccn3C)c3ccccc3n2)c1
→ 6 | 2 | 0.9 | 5 | 9 | 13 | 0.0 | 0 | 96 | 95
> O=C1C2C3C=CC(C3)C2C(=O)N1CCC(=O)N1CCc2ccccc21 (centres undefined)
→ 1 | 6 | 0.9 | 0 | 10 | 11 | -0.4 | 10 | 100 | 101
> CCCCC1C(C#N)=C(C)NC2=C1C(=O)CC(C)(C)C2 (centres undefined)
→ 4 | -3 | 0.8 | 4 | 2 | 16 | -0.1 | 5 | 96 | 100
> CC1(C)CC(=O)C(C=NCc2ccc3c(c2)OCO3)=C(O)C1
→ -18 | 0 | 0.8 | 1 | 6 | 18 | -0.7 | 1 | 99 | 116
> CCC(C)NC(=S)NNC(=O)c1ccc(C(C)(C)C)cc1 (centres undefined)
→ 8 | -1 | 1 | -5 | x | 1 | -0.2 | -2 | 104 | 98
> O=C1c2ccccc2S(=O)(=O)N1Cc1cc(=O)n2ccsc2n1
→ 0 | 5 | 1.1 | 2 | -7 | -6 | -0.2 | 9 | 98 | 101
> CCCC(=O)Nc1ccc(NC(=O)c2ccccn2)cn1
→ 15 | 5 | 0.9 | -45 | -77 | 14 | 0.2 | -7 | 141* | 90
> CCC(C)(C)n1nnnc1C(c1cc2cc(C)cc(C)c2[nH]c1=O)N1CCCC1 (centres undefined)
→ 0 | 16 | 0.6 | 0 | 19 | 39 | -0.4 | 4 | 98 | 104
> COC(=O)C1C(=O)C(C(=O)/C=C/c2ccccc2)C(=O)CC1(C)C (centres undefined)
→ 3 | -18 | 0.9 | 26 | -30 | 6 | -0.1 | 4 | 76 | 97
> COc1ccc(C2CC(c3ccccc3)n3nnnc3N2)cc1 (centres undefined)
→ -7 | 11 | 0.9 | 0 | 5 | 11 | -0.3 | 9 | 100 | 103
> FC(F)(F)c1cc(-c2cccs2)nc2ncnn12
→ 17 | -12 | 1.1 | -2 | -22 | -10 | 0.0 | 5 | 102 | 92

# 3 entries drawn at random from the list so far:
# Values run as follows: STAT3 inh | TLR4-MyD88 BLA | Diaph act CS | STAT1 inh | APP transl inh | Diaphorase inh | Hsp70 activator | G6PDH counter | STAT1 act | STAT3 activator
> O=C1c2ccccc2S(=O)(=O)N1Cc1cc(=O)n2ccsc2n1
→ 0 | 5 | 1.1 | 2 | -7 | -6 | -0.2 | 9 | 98 | 101
> CCCC(=O)Nc1ccc(NC(=O)c2ccccn2)cn1
→ 15 | 5 | 0.9 | -45 | -77 | 14 | 0.2 | -7 | 141* | 90
> CC1(C)CC(=O)C(C=NCc2ccc3c(c2)OCO3)=C(O)C1
→ -18 | 0 | 0.8 | 1 | 6 | 18 | -0.7 | 1 | 99 | 116

# The results go on:
# Values run as follows: STAT3 inh | TLR4-MyD88 BLA | Diaph act CS | STAT1 inh | APP transl inh | Diaphorase inh | Hsp70 activator | G6PDH counter | STAT1 act | STAT3 activator
> CC(C)C(C)(C#N)NC(=O)CSc1nc(C2CCCCC2)n(-c2ccccc2)n1 (centres undefined)
→ -2 | -10 | 0.9 | -3 | 3 | 10 | -0.4 | 12 | 102 | 100
> CN(NC(=O)C(C)(C)C)c1nc(-c2ccccc2)nnc1C(F)(F)F
→ 0 | 3 | 1 | 1 | 3 | 3 | 0.1 | 1 | 99 | 101
> CCNC(=S)SCCOc1ccccc1C
→ 7 | -1 | 0.8 | 0 | 4 | 16 | -0.3 | -1 | 100 | 94
> O=c1c2c(nc3nc(NCc4ccc(Cl)cc4)[nH]n13)CCC2
→ 7 | -3 | 0.9 | -6 | 8 | 7 | -0.3 | 1 | 108 | 98
> CN(Cc1ccccc1)C(=O)c1oc(=O)c2ccccc2c1-c1ccccc1
→ -3 | -8 | 0.8 | 2 | 12 | 20 | -0.3 | 1 | 98 | 100
> Cn1ncc(Br)c1C(=O)N1CCOCC1
→ 2 | -2 | 1 | -4 | 2 | 3 | -0.4 | 4 | 104 | 102
> O=C(C1CCCO1)N1CCN(Cc2nc3ccccc3c(=O)[nH]2)CC1 (centres undefined)
→ 10 | 8 | 1 | 3 | 15 | -1 | 0.1 | 26 | 93 | 95
> O=C(Nc1ccccc1C(=O)O)c1ccc(Br)o1
→ -9 | -5 | 0.9 | 0 | -16 | 8 | -0.3 | 5 | 100 | 109
> CCOc1cc(CNc2ccc3c(c2)OCCO3)cc(Br)c1OC
→ -3 | 7 | 0.8 | 7 | 94* | 19 | -0.2 | 0 | 94 | 108
> COC(=O)C(C(=O)OC)N1C(=O)CCC1=O
→ 3 | -5 | 0.9 | -8 | -4 | 13 | 0.1 | -25 | 107 | 101

# (further entries)
SMILES	STAT3 inh	TLR4-MyD88 BLA	Diaph act CS	STAT1 inh	APP transl inh	Diaphorase inh	Hsp70 activator	G6PDH counter	STAT1 act	STAT3 activator
Cn1cccc1/C=N\NC(=O)Cc1ccc(Br)c2ccccc12	41	-14	0.9	31	-5	10	-0.4	4	71	70
CC(C)(C)NC(=O)c1cnn(-c2ccccc2)c1NC(=O)c1ccccc1	7	-2	1	7	8	0	-0.4	2	94	99
C/[N+]([O-])=C\C1C(=O)CC(C)(C)CC1=O	-5	-7	1	-2	-12	0	-0.2	1	100	110
O=c1nc(NC2CCCC2)ccn1Cc1cccc(Br)c1	12	9	0.9	16	9	7	0.0	2	85	92
O=C(OCc1nnc(-c2ccccc2)o1)C1CC(=O)N(Cc2ccco2)C1 (centres undefined)	8	0	0.9	5	6	13	0.1	5	97	98
O=C(O)c1ccc(-n2nc(C(F)(F)F)c3c2CCCC3)cc1	-6&-3	-3&9	1.1&0.8	3&1	-15&-1	-9&16	-0.6&-0.1	4&-3	95&99	106&108
Cc1nc(SCC(=O)Nc2c(C)n(C)n(-c3ccccc3)c2=O)[nH]c(=O)c1C	5	10	x	-4	27	x	-0.3	x	104	99
O=C(NCCO)C(O)C(O)C(=O)NCCO (centres undefined)	4	-3	1	-5	1	1	-0.1	5	103	98
COc1ccc(Cn2nnnc2C(c2ccccc2Cl)N2CCC(C(N)=O)CC2)cc1 (centres undefined)	2	-10	0.8	-8	9	15	-0.2	4	107	102
COc1ccc(OC)c(NC=C2C(=O)OC3(CCCCC3)OC2=O)c1	13	-5	1	0	5	1	-0.1	8	100	98
CCCN(c1ccc(C(C)C)cc1)S(=O)(=O)c1c(C)[nH]c(=O)[nH]c1=O	9	-5	0.8	-2	-7	20	-0.4	2	101	97
CC1(C)CC(=O)C(C=NCC2CCNCC2)=C(O)C1	3	-9	0.8	5	-4	18	-0.3	0	95	101
O=[N+]([O-])c1ccc(COc2cccnc2)cc1	15	-2	1	-9	-23	4	0.0	1	107	90
COC(=O)CSc1nc(-c2ccccc2)c2c(c1C#N)CCCC2	9	0	0.8	-5	-17	22	-0.1	4	105	96
COc1ccc(-c2nnn(CC(=O)c3c[nH]c4ccccc34)n2)cc1OC	-16	1	0.9	1	3	13	-0.2	2	99	123

# Entries listed above printed as active in STAT1 act.
mol,TLR4-MyD88 BLA,Diaph act CS,STAT1 inh,APP transl inh,Hsp70 activator,STAT1 act,STAT3 activator
CCOC(=O)c1cnc(SCC(C)C)nc1N,-2,1.1,-41,-146,0.4,137*,110
CCCC(=O)Nc1ccc(NC(=O)c2ccccn2)cn1,5,0.9,-45,-77,0.2,141*,90
